FLuc counter: counter-screen for miR-21 project: firefly luciferase inhibitors or activators; AID 588342; actives 6.9% (n = 360,000); P08659; purified FLuc, Km substrates, luminescence inhibition; Potency, µM (highest dose often 57.5 µM), inactives show at the highest dose activity change, negative = inhibition, hits mostly inhibitors;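 note: potency is the fitted concentration of half-maximal effect; plate controls were vehicle for no effect and reference inhibitor for full effect; nearly all actives have a fitted effect of over 55% in size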
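Biochemical qHTS of compounds, final roughly 60 µM downward over six points, against 10 nM purified firefly luciferase using Km concentrations of substrates (10 uM D-luciferin, 10 uM ATP) in Tris acetate pH 7.5 buffer; luminescence output.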
RORg inh: inhibitors of mouse ROR gamma transcriptional activity | P51450 | Drosophila S2 Gal4-RORgamma UAS-luciferase reporter, 20 h | Potency, µM (highest dose often 53.6 µM), for the others: top-dose activity change, negative = inhibition, usual class: inhibitors | actives 5.4% (n = 310,000); note: potency is the fitted concentration of half-maximal effect; % is set by controls: 0 for no effect and ±100 for the full control effect; nearly all actives have a fitted effect of over 60% in size
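Using a luciferase readout, inhibitors were identified by reduced reporter activity in Drosophila cells coexpressing a copper-inducible Gal4–ROR gamma fusion and UAS-driven Photinus luciferase, incubated 20 hr after 700 uM copper sulfate.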
Rab9 promoter act: activators of Rab9 promoter; Potency, µM (top dose mostly 9.22 µM), without a hit: at the top dose activation, negative = inhibition, hits mostly activators; actives 2.8% (n = 320,000); Huh7 Rab9 promoter-luciferase reporter, luminescence, 24 h; AID 485297; note: potency is the fitted concentration of half-maximal effect; % of control where 0% means no effect; nearly all actives have a fitted effect of over 60% in size
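Huh7 cells stably carrying Rab9 promoter–luciferase reporter, plated 1500 cells/well, compound added after 2 h and incubated 24 h at 37 °C; luciferase luminescence then read after 10 min with detection reagent.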
Gal4-VP16 FLuc: Gal4-VP16 reporter inhibition counter-screen; Drosophila S2 Gal4-VP16 UAS-luciferase, luminescence, 20 h; actives 3.5% (n = 310,000); Potency, µM (top dose mostly 53.6 µM), without a hit: at the highest dose activity, negative = inhibition, most hits filed as inhibitors; AID 2546;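 note: Gal4-VP16 expression switched on by copper sulfate through the metallothionein promoter; potency is the fitted concentration of half-maximal effect; % is set by controls: 0 for no effect and ±100 for the full control effect; nearly all actives have a fitted effect of over 50% in size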
MBNL1 CUG block: blocks human MBNL1 binding to CUG repeat RNA. actives 0.036% (n = 280,000). Q9NR56. Potency, µM (titrated, usually from 57.5 µM), for inactives: at the highest dose activity change, negative = inhibition, most hits filed as inhibitors. TR-FRET MBNL1-His/biotin-(CUG)12 binding, 665/545 ratio. AID 2675; active = well fitted inhibition curve with a large enough effect in the signal ratio, with a control signal flat, not every such curve was filed as active; inconclusive = small, poorly fitted or top-dose-only effect, or effect the other way, or a change in a side signal; inactive = no such curve, though single readings can be large or run the other way; the % refers to the signal ratio; note: potency is the fitted concentration of half-maximal effect; % is set by controls: 0 for no effect and ±100 for the full control effect
Target sequence (Q9NR56 whole entry, looked up): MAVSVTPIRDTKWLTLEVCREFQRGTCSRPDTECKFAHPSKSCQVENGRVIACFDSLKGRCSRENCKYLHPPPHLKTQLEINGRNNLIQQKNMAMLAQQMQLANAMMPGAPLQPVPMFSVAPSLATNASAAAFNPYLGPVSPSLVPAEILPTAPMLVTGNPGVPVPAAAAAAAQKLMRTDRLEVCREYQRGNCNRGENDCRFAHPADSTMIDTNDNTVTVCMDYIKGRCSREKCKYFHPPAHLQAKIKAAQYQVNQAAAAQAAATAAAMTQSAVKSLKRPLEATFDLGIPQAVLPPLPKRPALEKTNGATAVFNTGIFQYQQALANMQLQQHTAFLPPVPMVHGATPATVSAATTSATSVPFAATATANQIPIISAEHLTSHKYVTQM
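TR-FRET between His-tagged MBNL1 and biotin-(CUG)12 RNA, detected with Tb anti-His antibody (0.055 ng/ul) and streptavidin-XL665 (5 nM), 60 min at room temperature. Compounds titrated 92 nM to 58 uM; 665/545 nm ratio normalized to buffer and complex controls.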
KCNH2 3.1 block: blocks the human KCNH2 3.1 channel isoform; U2OS KCNH2 3.1, thallium flux FluxOr; active compounds read low; activity change, % (tested at about 1.8 µM); actives 0.95% (n = 340,000);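 active = maximum activity change below -70%; inconclusive = maximum activity change from -70% to -50%; inactive = maximum activity change above -50%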;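 note: thallium influx rate constant from kinetic fluorescence after stimulation buffer; % is set by controls: 0 for no effect and ±100 for the full control effect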
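We transduce U2OS cells with the mutant 3.1 virus, culture them overnight, load FluxOr with Red40 quencher for 45 min, then add stimulation buffer and read kinetically for 2 min to derive a normalized rate constant.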
ELG1 DNA repair: inhibitors of ELG1-dependent DNA repair in HEK293T cells | HEK293T ELG1-luciferase reporter, luminescence, 16 h; DNA damage induced by 5-fluorouridine | Potency, µM (top dose mostly 46.1 µM), inactives show at the top dose activity change, negative = inhibition, most hits filed as inhibitors | actives 2.3% (n = 330,000); note: potency is the fitted concentration of half-maximal effect; % is set by controls: 0 for no effect and ±100 for the full control effect; nearly all actives have a fitted effect of over 55% in size
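5-Fluorouridine DNA damage + compound/DMSO, 2,000 cells/well, 16 h, 37 °C/5% CO2. ONE-Glo, 30 min RT, luminescence. Readout = decrease in reporter signal.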
Menin-MLL TR inh: displaces Texas Red mutant MLL peptide from human menin; O00255; Menin + Texas Red MLL mutant peptide, fluorescence polarization; Potency, µM (series often up to 61.6 µM), for inactives: top-dose FP activity change, negative = inhibition, actives largely listed as inhibitors; actives 0.23% (n = 270,000); AID 1768; active = well fitted inhibition curve with a large enough effect in the polarisation, with a control signal flat, not every such curve was filed as active; inconclusive = small, poorly fitted or top-dose-only effect, or effect the other way, or a change in a side signal; inactive = no such curve, though single readings can be large or run the other way; the % refers to the polarisation; note: potency is the fitted concentration of half-maximal effect; % of control where 0% means no effect; many of its hits are not listed in these tables
Target sequence (O00255 whole entry, looked up): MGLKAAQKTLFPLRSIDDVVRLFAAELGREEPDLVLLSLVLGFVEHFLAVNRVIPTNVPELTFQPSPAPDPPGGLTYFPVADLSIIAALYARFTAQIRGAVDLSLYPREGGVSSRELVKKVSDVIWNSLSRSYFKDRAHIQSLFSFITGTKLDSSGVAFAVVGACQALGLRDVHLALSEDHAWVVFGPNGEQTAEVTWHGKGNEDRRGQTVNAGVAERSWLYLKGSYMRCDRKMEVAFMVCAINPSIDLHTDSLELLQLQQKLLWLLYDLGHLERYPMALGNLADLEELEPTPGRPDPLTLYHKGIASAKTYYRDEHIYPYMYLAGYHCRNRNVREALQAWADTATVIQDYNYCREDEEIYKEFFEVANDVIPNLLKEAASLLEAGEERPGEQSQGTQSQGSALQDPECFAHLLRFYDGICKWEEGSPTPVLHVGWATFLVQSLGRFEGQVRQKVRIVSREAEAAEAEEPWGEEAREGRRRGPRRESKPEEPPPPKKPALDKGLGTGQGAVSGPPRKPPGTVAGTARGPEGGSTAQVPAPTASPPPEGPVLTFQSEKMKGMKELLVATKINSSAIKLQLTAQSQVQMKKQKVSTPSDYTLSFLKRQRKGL
Mito fusion act: blocks mitochondrial division or promotes mitochondrial fusion; S. cerevisiae fusion-defective mutant growth rescue, CellTiterGlo 48 h; AID 485298; actives 0.23% (n = 320,000); Potency, µM (top dose mostly 46.1 µM), for the others: top-dose growth rescue (activation), actives largely listed as activators;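 note: potency is the fitted concentration of half-maximal effect; % of control where 0% means no effect; nearly all actives have a fitted effect of over 45% in size; temperature-sensitive fusion mutants such as fzo1-1 at 37 °C on non-fermentable ethanol glycerol medium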
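Temperature-sensitive fusion-defective S. cerevisiae (e.g. fzo1-1, mgm1-5) were grown with compound in YPEG medium (3% ethanol, 3% glycerol) for 48 hours at 37C. Growth rescue was measured as viability by CellTiterGlo luminescence after 10 minutes at ambient.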
PKM2 activator: PKM2 (human) enzyme activation. purified PKM2, Kinase-Glo ATP luminescence, activation; response scale: 0% is enzyme alone, no compound. actives 0.34% (n = 260,000). P14618. Potency, µM (highest dose often 57.5 µM), without a hit: top-dose activation, most hits filed as activators; note: potency is the fitted concentration of half-maximal effect; % is set by controls: 0 for no effect and ±100 for the full control effect; nearly all actives have a fitted effect of over 55% in size
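hPK-M2, >95% pure; 0.1 mM ADP / 0.5 mM PEP final; imidazole pH7.2 buffer w/ 7 mM MgCl2, 50 mM KCl; 1 h RT; Kinase-Glo lum. Intermediate enzyme activity for dual inhibitor/activator qHTS.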
NPC1 prom act: activates the NPC1 promoter | Huh7 NPC1 promoter luciferase reporter, 24 h | Potency, µM (series often up to 9.22 µM), inactives show at the top dose activation, actives largely listed as activators | actives 2.4% (n = 320,000);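 note: potency is the fitted concentration of half-maximal effect; % of control where 0% means no effect; nearly all actives have a fitted effect of over 60% in size; reporter is driven by a mutant NPC1 promoter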
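NPC1 promoter–luciferase Huh7 cells; 24 h compound; luminescence.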
The depositor's hits bear a star; ? = inconclusive; . = no result given; & = joins results of further samples; [ ] = remark or other dose. Unless noted, calls come from the whole dose curve; as a rule, active = well fitted curve in the direction sought with a large enough effect; inconclusive = small, poorly fitted or top-dose-only effect, or another doubt; inactive = no such curve, though single readings can be large; an effect the other way counts as inactive or inconclusive. This is a subset, so the mix of outcomes need not match the whole.

mol	FLuc counter	RORg inh	Rab9 promoter act	Gal4-VP16 FLuc	MBNL1 CUG block	KCNH2 3.1 block	ELG1 DNA repair	Menin-MLL TR inh	Mito fusion act	PKM2 activator	NPC1 prom act
S=c1[nH]nc(Nc2ccccc2Cl)s1	?	7.9µM*	4%	0%	-15%	8	?	0%	-5%	-50%	17%
CC(=O)Nc1ccccc1OCC(=O)NC1CCCCC1C (stereo unspecified)	.	.	3%	.	.	1	-9%	.	1%	.	-2%
CC(Nc1cc(=O)n(C)c(=O)n1C)c1ccccc1 (stereo unspecified)	0%	4%	-3%	-1%	-21%	-5	23%	10%	-2%	6%	0%
CSc1ccc(CSCC(=O)N2CCN(S(=O)(=O)c3ccc(C)cc3C)CC2)cc1	6%	.	-12%	.	.	-21	10µM*	.	13%	.	1%
N#C/C(=C\c1ccc(O)c([N+](=O)[O-])c1)C(=O)NCc1ccccc1	?	28%	-5%	-7%	?	-4	?	?	0%	-1%	-3%
O=C(CCSCc1ccccc1Cl)N1CCN(c2ccccn2)CC1	24µM*	15%	?	0%	-9%	-2	?	-15%	0%	0%	?
CC(=O)NC12CC3CC(C1)CC(C(=O)N(C)Cc1cccc(Cl)c1Cl)(C3)C2	?	?	-18%	7.1µM*	-6%	-3	1%	.	-1%	5%	-12%
N#Cc1ccccc1S(=O)(=O)N1CCN(C(=O)CN2C(=O)NC3(CCCC3)C2=O)CC1	0%	.	-1%	.	.	1	2%	.	1%	.	1%
Cc1cc(C(=O)Nc2sccc2C#N)c2ccccc2n1	-1%	19%	-3%	-6%	10%	-2	1%	?	7%	3%	-2%
O=C(c1cccc([N+](=O)[O-])c1)N1CCN(c2ccc(N3CCOCC3)nn2)CC1	3%	.	1%	.	.	-4	7%	.	-8%	.	-5%
Cc1ccc(C2=NNC(c3cccc(F)c3)S2)cc1 (stereo unspecified)	0.43µM*	6.3µM*	0.5µM*	7.1µM*	5%	-2	?	1%	3%	-13%	0.56µM*
Cc1cccc(-c2nc(CS(=O)CC(=O)NC(C)CCc3ccccc3)c(C)o2)c1 (stereo unspecified)	-2%	43%	0%	3%	-8%	20	?	-29%	?	.	-1%
CCOC(=O)C1=NN(C(=O)c2cccc(Br)c2)C(O)(C(C)(C)C)C1 (stereo unspecified)	4%	14µM*	-1%	?	.	.	-11%	.	-7%	0%	2%
Cc1c(NC(=O)c2cc(-c3ccc(Br)cc3)on2)c(=O)n(-c2ccccc2)n1C	-6%&-20%	6%	2%	2%	-4%	-5	-28%	-14%	-11%	-14%	2%
Cc1ccc(NC(=S)NC(=O)c2sc3ccccc3c2Cl)c(C(=O)O)c1	27µM*	7.1µM*	-2%	?	37%[activator]	.	?	?	4%	-5%	1%
CN(Cc1ccccc1)S(=O)(=O)c1ccc(NC(=S)NC(=O)C2CCCCC2)cc1	5%	8.9µM*	-12%	7.9µM*	-3%	7	?	0%	3%	4%	-13%
Cc1ccc(OCC(=O)NNC(=O)c2ccoc2C)c(Br)c1	?	?	-2%	1%	.	12	-1%	3%	2%	9%	3%
C/C(=N/NC(=O)Nc1ccccc1)c1ccc(C)cc1	0%	9%	0%	8%	-12%	1	14%	-5%	-1%	6%	1%
COc1ccc(N2CC(NS(=O)(=O)c3ccc4ccccc4c3)CC2=O)cc1OC (stereo unspecified)	0%	.	-1%	.	.	-2	1%	.	-5%	.	0%
CCC(=O)N1CCN(c2ccccc2NC(=O)Cc2ccccc2)CC1	-3%	-18%	-9%	3%	-2%	3	-20%	-20%	8%	-19%	2%
CC(=O)c1c(C)[nH]c(C2=NNC(=NCc3ccccc3)SC2)c1C	-10%	13%	-7%	-12%[10 µM]	9%	-23	0%	?	?	25%	3%
O=C(CCC(=O)N1CCOc2ccc(Cl)cc21)NCc1ccccc1	3%	-1%	-2%	-9%	-4%	8	11%	9%	3%	0%	3%
O=C1C=C(OCc2ccccc2)CN1	3%	-3%	1%	-2%	-14%	3	2%	2%	0%	-2%	-3%
CC(=O)N1CCc2c(sc3c2c(=O)n(-c2ccccc2)c(=O)n3Cc2ccccc2Cl)C1	-3%	?	4%	-1%	.	-21	-21%	-16%	16%	2%	-1%
CC(=O)Nc1ccc(NC(=O)C(C)N2CCN(S(=O)(=O)c3ccc(C)cc3)CC2)cc1 (stereo unspecified)	0%	11%	-4%	-9%	1%	7	1%	2%	4%	?	-1%
CCN(CC(=O)Nc1ccc(NC(C)=O)cc1)C(=O)c1n[nH]c(=O)c2ccccc12	?	-14%	-5%	-4%	3%	-7	-12%	11%	-3%	2%	1%
CC(C)CCOc1ccc(Cl)cc1CN1CCOCC1	?	17%	-5%	-5%	3%	-6	11%	.	13%	-6%	1%
COc1ccccc1N(CC(=O)NCCN1CCOCC1)S(=O)(=O)c1ccc(C)cc1	1%	.	1%	.	.	21	1%	.	8%	.	3%
CC1CCC(NC(=O)COC(=O)CNC(=O)c2ccc3ccccc3c2)CC1 (stereo unspecified)	?	.	2%	.	.	15	?	.	3%	.	-6%
Cc1cc(O)c(-c2cc(C(=O)Nc3sc4c(c3C(=O)NCc3ccco3)CCC4)[nH]n2)cc1C	4%	-20%	2%	-2%	-1%	-21	-19%	.	4%	2%	-4%
CC12CN3CC(C)(CN(C1)C3c1cc(Br)ccc1O)C2=O (stereo unspecified)	2%	-14%	1%	0%	2%	-4	10%	14%	1%	-6%	-3%
COc1ccc(OC)c(CNC(=O)CCNC(=O)Cn2ccc3ccccc3c2=O)c1	1%	-2%	3%	-1%	11%	?	13%	-5%	-1%	-3%	3%
O=C(NC1CCN(c2ncccn2)CC1)c1ccccc1Cl	0%	2%	1%	-5%	-6%	2	0%	?	5%	.	-5%
CN(C)P(=NC(=O)COc1ccc(Cl)cc1Cl)(N(C)C)N(C)C	0%	3%	-7%	5%	-13%	-2	?	-12%	-2%	-3%	1%
COc1ccnc(CSC(N)=Nc2ccccc2OC)c1	-8%	-101%	-11%	?	-3%	-16	22%	4%	2%	-18%	-2%
CCOC(=O)N1CCN(Cc2nc3c(c(=O)[nH]c(=O)n3C)n2CCCc2ccccc2)CC1	4%	-17%	3%	1%	-2%	-17	2%	0%	2%	2%	-7%
O=C(Nc1sc2c(c1C(=O)O)CCCC2)c1cccs1	17µM*	33%	3%	-6%	3%	-1	16%	?	?	-11%	18%
COc1cc2c(cc1OC)C(Nc1ccccc1)=NC(C)(C)C2	0%	-13%	-4%	0%	-3%	14	?	-3%	-1%	3%	-2%
COCCCNC(=O)C(C#N)c1nc2ccccc2nc1N1CCN(Cc2ccccc2)CC1 (stereo unspecified)	1%	-17%	-6%	3%	-8%	-10	-11%	-9%	2%	-1%	-2%
CN(CC(=O)Nc1ccccc1Br)C(=O)c1ccccc1Cc1ccccc1	2%	.	-9%	.	.	-8	-14%	.	8%	.	0%
CCC(c1nnnn1Cc1ccco1)N(CCc1ccccc1)Cc1cc2cccc(C)c2[nH]c1=O (stereo unspecified)	4%	1%	-11%	2%	5%	7	?	5%	8%	12%	0%
C#CCn1cnc2c(oc3ccccc32)c1=O	?	4%	13%	-7%	6%	-11	?	0%	10%	.	12%
Cc1ccc(NC(=O)COc2cccc3c2OC(C)(C)C3)c(O)c1	?	.	-3%	.	.	-31	-1%	.	7%	.	-3%
CCOc1nc(Nc2cc(Cl)ccc2OC)nc(OCC)n1	3%	-6%	15%	-3%	5%	15	24%	8%	-1%	-5%	20%
Cc1ncn(C23CC4CC(CC(O)(C4)C2)C3)n1	6%	1%	1%	1%	8%	6	4%	13%	0%	-3%	-6%
Cc1ccc(C)c(NC(=O)C2CC(=O)N(C3CCCCC3)C2)c1 (stereo unspecified)	0%	18%	0%	11%	-2%	-3	-8%	-1%	3%	.	2%
Cc1cc(NC(=O)CSc2nc(=O)cc(N)n2-c2ccc(C)c(C)c2)no1	0%	-25%	-1%	-11%	-3%	8	3%	.	-1%	1%	-3%

From PubChem
